NOD2 inhibition: inhibition of NOD2-driven NF-kB reporter – cell-based, luminescence, uHTS, HEK293 (AID 1566); hit rate 0.63% among 290,000; inhibition, % at 4 µM; hits with a dose series show EC50 in µM; HEK293 NOD2/NF-kB luciferase reporter, luminescence; higher % means a stronger effect; in the data active = inhibition above about 50%; note: many of its hits are not listed in these tables
NOD1 NF-kB reporter: NOD1 signaling inhibitors, primary screen, cell-based, luminescence, uHTS (AID 1578) | NOD1-driven NF-kB luciferase reporter cells, luminescence; higher % means a stronger effect | hit rate 1% among 290,000 | inhibition, % at 4 µM; hits with a dose series show EC50 in µM; in the data active = inhibition mostly above about 36%, no sharp cut-off; inactive = mostly below about 34%;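 note: HEK-293T reporter cells stimulated with the NOD1 agonist gamma-tri-DAP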
An asterisk follows results filed as active. An excerpt; the hit share may differ from the screen's.

SMILES	NOD2 inhibition	NOD1 NF-kB reporter
COc1ccc(-c2cc(=O)oc3cc(OCC(=O)NCCCn4ccnc4)ccc23)cc1	20%	-14%
COc1ccccc1N1CCN(C2CCCN(C(=O)CCc3cnccn3)C2)CC1 (centres undefined)	-7%	11%
Cc1cc(SCc2cccc(C(F)(F)F)c2)nc(=O)[nH]1	-1%	-12%
Cc1ccc(-n2ncc3c(=O)n(CC(N)=O)cnc32)cc1C	7%	38%
O=C(COc1ccc(F)cc1)NCCCn1ccnc1	-5%	-27%
CCOC(=O)c1cc(S(=O)(=O)N2CCOCC2)cn1C	-21%	-8%
Cc1cc2nn(-c3ccc(F)cc3)nc2cc1N	-152%	-81%
O=C(CCCCCNC(=O)N1CCn2c1nc1ccccc12)NCc1ccc(Cl)cc1	9%	-37%
COc1ccccc1N(Cc1cc(=O)[nH]c2ccccc12)C(C)=O	16%	-6%
CCC1Oc2ccccc2N(CC(=O)NCCCN2CCN(CC)CC2)C1=O (centres undefined)	-2%	-14%
CCN(c1cccc(C)c1)S(=O)(=O)c1ccc2c(c1)N(C(C)=O)CCS2	18%	-1%
COCCn1cnc2c1c(=O)n(CC(=O)NC(=O)NC(C)(C)C)c(=O)n2Cc1ccccc1	-6%	-13%
Cc1cc(C)nc(NC(=O)c2cccc(Br)c2)n1	4%	-18%
CCC1=NN2C(=N)/C(=C\c3ccc(OCCOc4ccc(NC(C)=O)cc4)cc3)C(=O)N=C2S1	11%	16%
CN(Cc1ccccc1)C(=O)CCC1CCN(C(=O)c2ccccc2C(F)(F)F)CC1	4%	-16%
O=C(CSc1ccccc1)Nc1nnc(C2CC2)s1	-3%	-23%
CSc1ccccc1C(=O)NC1CCCN(c2ccc(C(F)(F)F)cn2)C1 (centres undefined)	1%	-23%
CC(=O)c1ccc(N2CCN(CC(O)c3ccccc3)CC2)cc1 (centres undefined)	-11%	-15%
CC(=O)c1cccc(-n2c(CCC(=O)O)ccc2-c2ccccc2)c1	22%	-3%
CNC(=O)c1ccc(NC(=O)C2CCN(c3ncnc4sc(C)c(C)c34)CC2)cc1	44%	45%
CC(=O)C1=C(O)C(=O)N(c2ccc(C(=O)O)cc2)C1c1ccc([N+](=O)[O-])cc1 (centres undefined)	-52%	-6%
CC(=O)Nc1ccc(S(=O)(=O)N2CCC(C(=O)NCCc3c[nH]c4ccccc34)CC2)cc1	-6%	-3%
COc1ccc(C(=O)Nc2ccc(C(=O)Nc3cccc(C)c3)cc2)cc1	-57%	-61%
COCCNC(=O)c1c[nH]c2ccc(S(=O)(=O)N3CCOCC3)cc2c1=O	2%	-48%
Cc1c(C=O)c2ccccn2c1C(=O)c1ccccc1Cl	11%	-1%
N#Cc1c(NC(=O)c2ccc([N+](=O)[O-])o2)sc2c1CCC2	-14%	5%
C=CCOc1ccc(CN(C)CC(O)COc2ccc(CCC(C)=O)cc2)cc1 (centres undefined)	3%	-20%
O=C(Nc1ccccc1F)C1CCN(S(=O)(=O)c2cccnc2)CC1	-9%	-10%
Cn1nccc1C(=O)N1CCCC(N2CCN(Cc3ccc4c(c3)OCO4)CC2)C1 (centres undefined)	8%	-5%
CCc1nc2cccnc2n1-c1ccc(CC(=O)NC(C)CC)cc1 (centres undefined)	-1%	-2%
CCc1ccccc1NC(=O)CN1CCN(CC(=O)Nc2cc(C)ccc2OC)CC1	-3%	43%
COc1ccc(C(=O)c2sc(Nc3ccccc3)nc2N)cc1OC	26%	7%
CC(C)c1ccc(OCC(O)CN2CCN(c3ccccn3)CC2)cc1 (centres undefined)	-12%	9%
CCOC(=O)N1CCN(S(=O)(=O)N2CCCC(C(=O)NCc3ccccc3Cl)C2)CC1 (centres undefined)	9%	-21%
COc1ccccc1CNC(=O)Cn1cc(Br)ccc1=O	-13%	-34%
Cc1noc(C)c1S(=O)(=O)N(CC(=O)NC1CCC(C)CC1)c1ccc(C(C)C)cc1 (centres undefined)	-7%	-10%
CC1CCc2[nH]c3ccc(C(=O)Nc4ccc(C(=O)N(C)C)cc4)cc3c2C1 (centres undefined)	8%	-38%
CC(=O)c1ccc(N2CCN(C(=O)c3noc4c3CSc3ccccc3-4)CC2)cc1	9%	-18%
Cc1cc(Br)c(S(=O)(=O)NCc2cccnc2)cc1C	-9%	15%
Cc1cc(C)c(S(=O)(=O)c2cccc(Br)c2C)c(Cl)n1	12%	-6%
Cc1cc2c(cc1S(=O)(=O)Nc1cccc(F)c1)n(C)c(=O)c(=O)n2C	27%	14%
COc1cccc(CNc2ccc3c(c2)nc(C)n3C)c1OC	-14%	7%
O=C(COc1cc2oc(=O)cc(-c3ccccc3)c2cc1Cl)NCC1CCC(C(=O)O)CC1 (centres undefined)	16%	-7%
COc1ccc(NC(=O)NN2CCN(C)CC2)cc1	-5%	-37%
C[C@H](NC(=O)[C@H]1N2C(=O)c3ccccc3C2SC1(C)C)C(=O)N1CCC[C@H]1C(=O)O (some centres undefined)	10%	-24%
CCCCN(CC)C(=O)C1CCC(CNS(=O)(=O)c2cccc3nsnc23)CC1 (centres undefined)	5%	-19%
COC1=C/C(=C/c2c(N)n3nc(CC(=O)N4CCCC4)sc3nc2=O)C=CC1=O	9%	-5%
Cc1nn(CC(=O)Nc2ccc(Cl)cc2)c(=O)c2cc(-c3ccccc3)nn12	-10%	-17%
Cc1ccc(C)c(Cn2nc(-c3ccccc3)ccc2=O)c1	3%	-10%
COc1cccc(/C=C/C(=O)NCC2CCCCC2)c1	-26%	-23%
CCCCn1c(N)c(N(CC(C)C)C(=O)C2CC(=O)N(Cc3ccco3)C2)c(=O)[nH]c1=O (centres undefined)	7%	12%
Cc1ccc2c(cnn2C(=O)CCC(=O)NC2CCCC2)c1	13%	-1%
CC(C)COc1ccc(C(=O)Nc2ccc(NC(=O)c3ccco3)cc2)cc1	9%	20%
Cc1c(NC(=S)NC(=O)c2ccccc2Br)c(=O)n(-c2ccccc2)n1C	-10%	-8%
CCOC(=O)Nc1ccc2c(CNC(C)c3ccccc3OC)cc(=O)oc2c1 (centres undefined)	-31%	11%
CC(C)(C)c1ccc(/C=C(\C#N)C(=O)Nc2ccccn2)cc1	28%	-6%
O=C(Nc1ccc(Cl)c([N+](=O)[O-])c1)c1ccco1	-1%	-46%
O=C(Nc1ccc(N2CCOCC2)cc1N1CCOCC1)c1ncoc1-c1cccc(F)c1	-2%	-18%
CCCCc1ccc(NC(=O)CSc2nnc(C)c(=O)n2N)cc1	0%	3%
O=C(CCN1CCOCC1)NNC(=O)Nc1cccc(C(F)(F)F)c1	7%	-20%

An excerpt of these results, with bars between the fields.
compound | NOD2 inhibition | NOD1 NF-kB reporter
O=C(COc1cc2oc(=O)cc(-c3ccccc3)c2cc1Cl)NCC1CCC(C(=O)O)CC1 (centres undefined) | 16% | -7%
COc1ccc(NC(=O)NN2CCN(C)CC2)cc1 | -5% | -37%
C[C@H](NC(=O)[C@H]1N2C(=O)c3ccccc3C2SC1(C)C)C(=O)N1CCC[C@H]1C(=O)O (some centres undefined) | 10% | -24%
CCCCN(CC)C(=O)C1CCC(CNS(=O)(=O)c2cccc3nsnc23)CC1 (centres undefined) | 5% | -19%
COC1=C/C(=C/c2c(N)n3nc(CC(=O)N4CCCC4)sc3nc2=O)C=CC1=O | 9% | -5%
Cc1nn(CC(=O)Nc2ccc(Cl)cc2)c(=O)c2cc(-c3ccccc3)nn12 | -10% | -17%
Cc1ccc(C)c(Cn2nc(-c3ccccc3)ccc2=O)c1 | 3% | -10%
COc1cccc(/C=C/C(=O)NCC2CCCCC2)c1 | -26% | -23%
CCCCn1c(N)c(N(CC(C)C)C(=O)C2CC(=O)N(Cc3ccco3)C2)c(=O)[nH]c1=O (centres undefined) | 7% | 12%
Cc1ccc2c(cnn2C(=O)CCC(=O)NC2CCCC2)c1 | 13% | -1%
CC(C)COc1ccc(C(=O)Nc2ccc(NC(=O)c3ccco3)cc2)cc1 | 9% | 20%
Cc1c(NC(=S)NC(=O)c2ccccc2Br)c(=O)n(-c2ccccc2)n1C | -10% | -8%
CCOC(=O)Nc1ccc2c(CNC(C)c3ccccc3OC)cc(=O)oc2c1 (centres undefined) | -31% | 11%
CC(C)(C)c1ccc(/C=C(\C#N)C(=O)Nc2ccccn2)cc1 | 28% | -6%
O=C(Nc1ccc(Cl)c([N+](=O)[O-])c1)c1ccco1 | -1% | -46%
O=C(Nc1ccc(N2CCOCC2)cc1N1CCOCC1)c1ncoc1-c1cccc(F)c1 | -2% | -18%
CCCCc1ccc(NC(=O)CSc2nnc(C)c(=O)n2N)cc1 | 0% | 3%

Later entries:
SMILES	NOD2 inhibition	NOD1 NF-kB reporter
Cc1ccccc1-n1ncc2c1CC(C)(C)CC2NC(=O)C1=CC(=O)CC(C)(C)O1 (centres undefined)	-13%	-31%
Cc1ccc(CN(CC(O)COc2cccc3[nH]cc(C)c23)C(C)(C)C)cc1 (centres undefined)	-20%	-11%
COc1ccccc1N1CCN(C(=S)Nc2ccccc2)CC1	8%	-29%
Cc1cccc(NC(=O)c2cc3ccccc3oc2=O)c1	-86%	-91%
CC(=O)c1cccc(OCC(O)CNCCOc2ccc(C)cc2)c1 (centres undefined)	14%	12%
COc1ccc(CNC(=O)CCc2nnc3ccc(N4CCC5(CC4)OCCO5)nn23)cc1	13%	1%
Cc1ccccc1CSc1[nH]c(=O)ncc1C	4%	-14%
CC(C)Cn1cnc2c1c(=O)n(CC(=O)NN)c(=O)n2Cc1ccccc1	0%	2%
O=C1CN(C(=O)NCC(=O)N2CCCC2)c2ccccc2N1	-1%	-20%
CCC(CC)N1CCN(C(=O)c2cccc(Cl)c2)CC1	8%	-35%
COc1ccc(/C=C/C(=O)Nc2ccc(S(=O)(=O)Nc3cc(C)nc(C)n3)cc2)cc1OC	6%	-19%
CCn1c(SCC(=O)N2CCOCC2)nc2c([nH]c3ccccc32)c1=O	2%	-8%
COc1ccc(NC(=O)NC(C)c2ccc3c(c2)OCO3)c(OC)c1 (centres undefined)	14%	-16%
COc1cccc(NC(=O)CSc2ccc3nnc(CCNC(=O)c4ccccc4)n3n2)c1	16%	-19%
CCCN(CCC)S(=O)(=O)c1ccc(C)cc1	2%	-34%
COCCn1c(=O)[nH]c2cc(C(=O)N3CCN(c4cccc(C(F)(F)F)c4)CC3)ccc2c1=O	10%	-12%
Cc1cc(NCCOCCO)n2c(nc3ccccc32)c1C#N	18%	0%
CCOc1ccc(NC(=O)c2ccccc2NC(=O)c2cccnc2)cc1	17%	-7%
CN1CCN(C(=O)CN(C)S(=O)(=O)c2ccc(F)cc2)CC1	-4%	8%
CCN(CC(=O)NCc1cccs1)C(=O)c1cccc(S(=O)(=O)Nc2ccccc2OC)c1	10%	-2%
Cc1cccc(-c2nc3ccccc3c(=O)[nH]2)c1	-44%	-2%
CCCC(=O)Nc1ccc(S(=O)(=O)Nc2cc(OC)nc(OC)n2)cc1	8%	28%
O=C(NCc1ccc(Cl)cc1)C1CCCN1C(=O)Nc1ccc(F)cc1 (centres undefined)	13%	0%
Cc1nn(CC(=O)Nc2cccc(C(F)(F)F)c2)c(=O)c2cccn12	9%	11%
CC(C)NC(=O)CCCN1C(=O)c2ccccc2Sc2ncccc21	-3%	-12%
O=C(CSc1nccn1Cc1ccco1)Nc1ccccc1F	-7%	-34%
CCC(=O)N1CCc2cc(Br)cc(S(=O)(=O)NC3CCN(Cc4ccccc4)CC3)c21	-10%	32%
COc1ccc(C2C(C(C)=O)=C(O)C(=O)N2c2ccccn2)cc1 (centres undefined)	-14%	-9%
NS(=O)(=O)c1ccc(CNC(=O)C(Cc2ccccc2)NS(=O)(=O)c2ccccc2F)cc1 (centres undefined)	4%	-5%
O=C(NC1CCSc2ccccc21)c1ccccc1Cl (centres undefined)	7%	5%
O=C(O)c1cc(N=Nc2c(O)[nH]c3ccc([N+](=O)[O-])cc23)ccc1Cl	14%	0%
CC(=O)N1c2ccc(S(=O)(=O)N(C)CC(=O)NC(C)c3ccccc3)cc2CC1C (centres undefined)	0%	-16%
CCOc1ccc(NC(=O)CCC(=O)N2CCSc3ccccc32)cc1	24%	-24%
COc1ccc(CC(=O)Nc2sc3c(c2C#N)CC(C)(C)NC3(C)C)cc1OC	8%	-37%
CCOc1ccccc1NC(=O)C1CCCN(S(=O)(=O)c2ccc(-n3cnnn3)cc2)C1 (centres undefined)	0%	-24%
COC(=O)c1ccc(CN2C(=O)NC(c3ccccc3)(c3ccccc3)C2=O)o1	9%	-34%
Cc1ccnc(NCc2cccc3ccccc23)c1	-13%	-19%
COc1ccc(O)c(-c2[nH]ncc2C(=O)c2cccc(C)c2)c1	10%	-7%
CCOC(=O)C1(CCOc2ccccc2)CCN(Cc2cccc(OCCO)c2)CC1	-6%	-12%
COc1ccc(C(=O)Cc2cc3ccccc3oc2=O)cc1	-15%	-5%
CC(=O)Nc1ccc(NC(=O)c2cc[n+]([O-])cc2)cc1	-22%	8%
Cc1ccc2cc(CN(CCCO)S(=O)(=O)c3ccccc3F)c(=O)[nH]c2c1C	1%	-8%
CN(CC(=O)NCCCN1CCOCC1)S(=O)(=O)c1ccc(F)cc1	-12%	-36%
CN(C)C(=O)c1cnc(-c2ccccc2)nc1-c1ccccc1	-14%	-11%
CCOC(=O)[C@@H]1[C@H]2COc3ccccc3[C@H]2N2C(=O)N(c3ccc(OC)cc3)C(=O)[C@]12C	2%	-21%
COc1ccccc1C(=O)Nc1ccnn1C1CCN(CCCC2CCCC2)CC1	2%	-15%
COc1ccc(Cl)cc1NC(=S)NCCc1ccc(F)cc1	-3%	-30%

High-throughput results deposited in PubChem by Sanford-Burnham Center for Chemical Genomics.
